CCR6 antag = CCR6 (human) receptor antagonism. P51684. CHO-K1 CCR6 PathHunter beta-arrestin, luminescence, CCL20-stimulated. inhibition, % at 20 µM. 340,000 tested, 0.49% active;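 active = compounds whose inhibition of the agonist-driven luminescence signal at 20 µM reaches about 50%, limit read from the data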;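 note: cells stimulated with CCL20 at 14 nM final; plate controls were DMSO with CCL20 for no effect and DMSO without agonist for full effect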
Target sequence (P51684 whole entry, looked up): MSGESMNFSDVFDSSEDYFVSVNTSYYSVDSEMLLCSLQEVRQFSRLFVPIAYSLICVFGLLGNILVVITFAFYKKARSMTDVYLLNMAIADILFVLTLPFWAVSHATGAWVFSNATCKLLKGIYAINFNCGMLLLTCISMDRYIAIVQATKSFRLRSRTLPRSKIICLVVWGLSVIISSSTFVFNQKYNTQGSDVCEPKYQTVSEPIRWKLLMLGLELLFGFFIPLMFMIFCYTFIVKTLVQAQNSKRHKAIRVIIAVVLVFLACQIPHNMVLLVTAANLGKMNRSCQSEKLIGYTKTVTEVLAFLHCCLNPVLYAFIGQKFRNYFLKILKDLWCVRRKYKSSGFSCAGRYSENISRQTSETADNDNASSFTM
Gli-Sufu block = antagonists of Gli-Sufu signaling; Sufu-KO-LIGHT fibroblasts, Gli luciferase reporter luminescence; inhibition, % at 5 µM; 340,000 tested, 0.74% active; AID 588413;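 active = inhibition above about 55%, limit read from the data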;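 note: 0% = DMSO-treated cells and 100% = wells with medium but no cells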
UBC13 polyUb = blocks human UBC13 polyubiquitin chain formation. inhibition, % at 20 µM. AID 485273. 330,000 tested, 0.47% active. TR-FRET; in the data active = inhibition above about 45%, passing the limit was not always enough
Target sequence (P61088 whole entry, looked up): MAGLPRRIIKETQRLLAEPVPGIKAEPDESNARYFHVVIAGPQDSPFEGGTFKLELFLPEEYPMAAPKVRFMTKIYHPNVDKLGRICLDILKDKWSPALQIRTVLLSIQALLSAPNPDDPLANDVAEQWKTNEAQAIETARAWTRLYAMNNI
SENP8 inh = SENP8 protease inhibition | Q96LD8 | inhibition, % at 10 µM | 330,000 tested, 1.2% active | purified SENP8, Z-RLRGG-aminoluciferin cleavage, luminescence
EBI2 block = blocks human EBI2 receptor beta-arrestin signaling; AID 651636; 360,000 tested, 0.81% active; inhibition, % at 5 µM; EBI2 beta-arrestin recruitment, luminescence, 7a,25-OHC stimulated; P32249; in the data active = inhibition above about 38%;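 note: enzyme fragment complementation signal reports receptor beta-arrestin coupling in cells; 0% = agonist plus DMSO wells and 100% = wells without agonist; some results beyond the cut were filed as inactive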
Target sequence (P32249 whole entry, looked up, the tested form may be a part): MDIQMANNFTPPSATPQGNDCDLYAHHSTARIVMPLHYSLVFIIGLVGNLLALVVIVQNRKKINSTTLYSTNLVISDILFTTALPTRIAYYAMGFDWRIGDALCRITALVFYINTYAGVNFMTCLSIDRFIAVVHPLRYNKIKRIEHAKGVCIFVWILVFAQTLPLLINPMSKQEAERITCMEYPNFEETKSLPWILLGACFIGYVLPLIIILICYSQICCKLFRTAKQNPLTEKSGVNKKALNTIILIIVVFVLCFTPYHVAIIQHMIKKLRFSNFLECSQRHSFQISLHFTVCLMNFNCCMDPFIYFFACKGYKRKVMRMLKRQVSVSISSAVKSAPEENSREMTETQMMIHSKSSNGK
697 NFkB inh = inhibitors of the PMA/ionomycin-induced NF-kB reporter in 697 B cells; 697 B-cell NF-kB luciferase reporter, 16 h; inhibition, % at 4 µM; 330,000 tested, 0.33% active; AID 435022; in the data active = inhibition above about 35%
Jurkat NFkB inh = lowers PMA/ionomycin-induced NF-kB signal in Jurkat cells; inhibition, % at 4 µM; AID 435003; 330,000 tested, 0.53% active; PMA/ionomycin-induced NF-kB luciferase reporter, luminescence
Apaf1 inhib = human Apaf-1 inhibition. 330,000 tested, 0.71% active. inhibition, % at 20 µM. O14727. reconstituted apoptosome caspase-3 activity, DEVD-Rh110 fluorescence. AID 489030; active = inhibition of at least 40% at 20 µM;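 note: plate controls were DMSO wells for no effect and DEVD-CHO caspase inhibitor wells for full effect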
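Assay system: Apoptosome proteins | Medium: pH 7.5 Hepes buffer with CHAPS, BSA, DTT | Also added: Cytochrome c and DEVD-Rh110 substrate | Times: 30 min plus 50 min, RT | Detection: Rhodamine 110 fluorescence at Ex 480/Em 540 nm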
Numbers without * were called inactive; · = not tested or not shown. Cut-off read from the data, not from the text of the source, unless noted: active = inhibition above about 50%; inactive = the rest.

A first look (four entries):
SMILES	CCR6 antag	Gli-Sufu block	UBC13 polyUb	SENP8 inh	EBI2 block	697 NFkB inh	Jurkat NFkB inh	Apaf1 inhib
C[C@@H]1C=C(C(=O)NCc2ccccc2)O[C@H](OCc2ccc(CO)cc2)C1	4	-15	-7	-13	-3	25	-8	0
O=C(Nc1ccc(F)cc1)c1sc2cc(C(F)(F)F)cnc2c1-c1cccs1	24	1	21	-5	10	-3	3	4
Cc1ccnc(NS(=O)(=O)c2ccc(NC(=O)C3CC3)cc2)n1	6	-7	-1	-1	-2	-6	9	-11
Cc1cc(C)c([N+](=O)[O-])cc1-c1ccc(/C=N/NC(=O)c2nonc2N)o1	15	15	-18	-1	2	5	10	9

Results, previewed entries included:
SMILES	CCR6 antag	Gli-Sufu block	UBC13 polyUb	SENP8 inh	EBI2 block	697 NFkB inh	Jurkat NFkB inh	Apaf1 inhib
C[C@@H]1C=C(C(=O)NCc2ccccc2)O[C@H](OCc2ccc(CO)cc2)C1	4	-15	-7	-13	-3	25	-8	0
O=C(Nc1ccc(F)cc1)c1sc2cc(C(F)(F)F)cnc2c1-c1cccs1	24	1	21	-5	10	-3	3	4
Cc1ccnc(NS(=O)(=O)c2ccc(NC(=O)C3CC3)cc2)n1	6	-7	-1	-1	-2	-6	9	-11
Cc1cc(C)c([N+](=O)[O-])cc1-c1ccc(/C=N/NC(=O)c2nonc2N)o1	15	15	-18	-1	2	5	10	9
CC1(C(=O)OCC(=O)Nc2cccc(S(=O)(=O)NC3=NCCCCC3)c2)CC1(Cl)Cl (stereo not given)	1	23	3	4	-7	-7	-12	-2
O=C(CN1C(=O)NC(CCc2ccccc2)C1=O)NC1CC1 (stereo not given)	12	5	-4	-10	-15	12	8	0
O=C(C1CC1)N1CCc2cc(Br)cc(S(=O)(=O)NCC3COc4ccccc4O3)c21 (stereo not given)	-10	-2	-9	2	-5	11	-11	-3
S=c1[nH]nc(COc2ccc3ccccc3c2)o1	-17	-63	8	0	12	5	12	-3
COc1cc(NC(=O)CCN2CCN(C)CC2)cc(OC)c1	4	9	-3	-2	-4	-1	2	-7
CCOC(=O)c1c(C)[nH]c(C)c1S(=O)(=O)N(C)CC(=O)Nc1cccc(F)c1	6	0	0	-4	-4	-10	9	2
COCC(=O)Nc1nnc(COc2ccccc2)s1	14	-5	-4	-6	-7	-10	-10	-5
N#CC1=C(N)Oc2c(oc(CO)cc2=O)C12C(=O)Nc1ccc(Cl)cc12 (stereo not given)	10	5	-4	1	0	-5	5	7
Cc1c(CNC(=O)c2nn3c(c2Cl)NC(c2ccccc2)CC3C(F)(F)F)cnn1C (stereo not given)	11	23	8	10	-15	-25	16	-19
O=[N+]([O-])c1cc2c(cc1/C=N/Nc1nc(N3CCCC3)nc(N3CCCC3)n1)OCO2	7	16	-4	1	-8	-14	0	8
CC(=O)N1CC2(C)CN(C(C)=O)CC(C)(C1)C2=O	3	-4	7	2	-2	-4	-10	2
CCc1ccc(C(=O)COC(=O)c2ccc(-c3nnc(-c4ccccc4)o3)cc2)cc1	-4	-52	0	1	-12	-61	-40	-4
O=C(CCC1CCCC1)N1CCN(C(=O)c2cccnc2)CC1	21	4	3	-12	0	3	-1	-4
Cc1cccc(OCCNC(=S)NC(=O)c2cncc(Br)c2)c1	34	-6	6	-12	-2	6	-2	-11
CCOC(=O)c1cc(-c2cccs2)[nH]n1	6	1	-5	-17	-9	6	-21	-13
Cc1ccc(C(=O)NCC(=O)OCC(=O)N2CCCc3ccccc32)cc1	4	-8	7	3	-4	18	6	0
Cc1ccc(C(=O)NNc2ncnc3c2cnn3C)cc1	-1	-1	-6	8	5	-6	5	-6
CCOc1nc(N2CCOCC2)nc(C)c1[N+](=O)[O-]	5	2	-1	7	0	8	4	-1
c1ccc2c(c1)CCCN2Cc1nnnn1C1CCCC1	-6	-7	13	5	3	14	-6	5
CC(C)(C)NC(=O)c1cc(-c2ccc3c(c2)OCO3)nc2ccccc12	7	-6	4	5	-4	-4	-6	-71
COc1cccc(CN(C)C(=O)c2csc3c2CCCC3)c1OC	8	-6	6	1	-1	9	-5	5

Next part:
SMILES	CCR6 antag	Gli-Sufu block	UBC13 polyUb	SENP8 inh	EBI2 block	697 NFkB inh	Jurkat NFkB inh	Apaf1 inhib
CCCCN(C(=O)CSc1ncnc2sccc12)c1c(N)n(Cc2ccccc2)c(=O)[nH]c1=O	6	4	-3	2	3	-10	-8	1
CCc1ccc(C(C(=O)NC2CCCCC2)N(C(=O)c2ccccn2)c2cccnc2)cc1 (stereo not given)	·	·	4	-2	·	9	-2	14
Cc1ccc(N(CC(=O)NCc2ccncc2)S(C)(=O)=O)cc1	-6	2	7	-6	-6	10	13	-15
COc1c(C)cc(C(=O)C2CCCN(C(=O)c3cc(C)nc(C)n3)C2)cc1C (stereo not given)	6	0	1	2	3	3	-13	1
C=CCN1C(=O)c2ccc(C(=O)N(CCC)CC(=O)Nc3ccccc3C)cc2C1=O	3	-2	-4	-9	2	-1	-1	9
Cc1cc(C)c(NC(=O)CSc2nc3[nH]ncc3c(=O)[nH]2)c(C)c1	6	-9	2	-13	0	-15	-4	-1
O=C(c1cc(C2CC2)on1)N1CCOCC1	-6	-3	0	-11	-3	-22	7	3
O=C(Nc1nc(COc2ccccc2)cs1)c1ccccc1F	5	-1	0	-1	-8	-34	2	6
CCCCn1c(SCC(=O)OCC)nnc1-c1ccoc1C	6	-6	-2	-7	-3	3	-18	9
CCCc1cc(=O)[nH]c(SCC(=O)N2C(C)CCCC2C)n1 (stereo not given)	2	-25	0	-2	-13	3	12	-1
COC(=O)CCSCC(=O)Nc1nnc(C)s1	5	-1	-3	10	6	12	9	-7
COC(=O)c1nc(N)sc1-c1ccc(OC)cc1	-7	10	5	-4	-8	14	9	-1
O=C(O)CN1CCN(C(c2ccccc2)c2ccccc2)CC1	-4	5	3	-2	-13	-8	-13	-17
Cc1cc2c(n1-c1ccc(C(N)=O)cc1)CC(C)(C)CC2=O	7	-2	0	4	6	10	11	-2
C=CCOc1ccc(/C=N/NC(=O)C(=O)N2CCCCCC2)cc1OC	16	-6	0	-2	6	8	24	-4
CCCc1ccc(OCCNC(=O)CC)cc1	5	1	-7	-6	2	-67	-5	-20
CC(C)Cc1nnc(NC(=O)CCC(=O)Nc2ccc(F)cc2)s1	1	-4	4	-1	-2	6	-17	2
CCC(=O)Nc1cccc(C2=NOC3(C2)C[C@@H](C(N)=O)N(C(=O)C(c2ccccc2)c2ccccc2)C3)c1 (stereo not given in full)	10	8	6	6	12	3	-1	10
O=C1CCCCC1C(Nc1ccc(Br)cc1)c1ccccc1 (stereo not given)	27	-30	6	4	-2	15	-13	17
O=C(CSc1nc2ccccc2c(=O)n1Cc1ccco1)Nc1cccc(O)c1	15	-4	32	7	17	4	7	-1
CC(C)(C)c1ccc(C(=O)Nc2ccc(C(=O)N3CCCC3)cc2)cc1	3	4	-1	5	-2	-44	-4	19
Cc1cccc(C(=O)NNS(=O)(=O)c2ccccc2)c1O	-17	-2	0	6	-10	4	10	5
CCCCCC1CC(CC(=O)Nc2ccc([N+](=O)[O-])cc2)OC1=O (stereo not given)	11	-22	5	4	-10	21	20	1
COCCCNC(=O)CCCC(=O)NCCCOC	-11	-9	5	-4	-13	-2	1	-4
Cc1nccn1C[C@@H]1CCc2c(c3ccccc3n2C)C1=O	6	9	17	11	-3	24	0	-10

A different layout for some results above.
C=CCOc1ccc(/C=N/NC(=O)C(=O)N2CCCCCC2)cc1OC
  CCR6 antag: 16	Gli-Sufu block: -6	UBC13 polyUb: 0	SENP8 inh: -2	EBI2 block: 6	697 NFkB inh: 8	Jurkat NFkB inh: 24	Apaf1 inhib: -4

CCCc1ccc(OCCNC(=O)CC)cc1
  CCR6 antag: 5	Gli-Sufu block: 1	UBC13 polyUb: -7	SENP8 inh: -6	EBI2 block: 2	697 NFkB inh: -67	Jurkat NFkB inh: -5	Apaf1 inhib: -20

CC(C)Cc1nnc(NC(=O)CCC(=O)Nc2ccc(F)cc2)s1
  CCR6 antag: 1	Gli-Sufu block: -4	UBC13 polyUb: 4	SENP8 inh: -1	EBI2 block: -2	697 NFkB inh: 6	Jurkat NFkB inh: -17	Apaf1 inhib: 2

The results go on.
SMILES	CCR6 antag	Gli-Sufu block	UBC13 polyUb	SENP8 inh	EBI2 block	697 NFkB inh	Jurkat NFkB inh	Apaf1 inhib
Nn1c(SCC(=O)Nc2nccs2)nnc1-c1ccccn1	2	-15	-1	-14	-8	16	9	-4
CC(N=Cc1ccccc1O)c1ccccc1 (stereo not given)	-25	5	-5	-11	2	-6	-19	-4
Cc1cccc(-c2nnc(SCC(=O)NCc3ccc4c(c3)OCO4)n2C)c1	8	3	-2	-3	-3	8	2	5
COCC(=O)NC1CCN(CC(=O)Nc2ccc(OC)cc2[N+](=O)[O-])CC1	3	-3	-2	3	-5	31	2	-22
CCc1c(C(=O)Nc2ccc(S(=O)(=O)N3CCOCC3)cc2)csc1C	-4	3	-5	2	20	-11	0	3
O=C(CSc1nnc(CN2CCOCC2)n1-c1ccc(Cl)cc1)Nc1cc(Cl)ccc1O	-4	4	9	-6	8	7	5	-1
Cc1nc2c(Br)c3nc(C(F)(F)F)[nH]c3c(Br)c2[nH]1	9	3	-14	-10	0	1	11	8
O=c1c(Cc2ccc(F)cc2)c(O)ccn1CCCN1CCOCC1	3	-4	0	1	4	5	4	-16
CC[C@]12c3[nH]c4cc(CCC(=O)N(C)C)ccc4c3CCN1C(=O)[C@@H](CC(=O)NCc1ccc(OC)c(OC)c1)C[C@@H]2C(=O)N1CCN(C(=O)C2CC2)CC1	15	-7	·	·	-8	20	·	8
Cc1nc(N2CCOCC2)nc(N2CCCCC2)c1[N+](=O)[O-]	7	3	-2	6	-14	-8	36	5
COc1cccc(N=C(N)N=C(N)N)c1	0	-2	0	-11	-10	-16	-13	-3
O=C(c1ccco1)N(Cc1cc2ccccc2[nH]c1=O)CC1CCCO1 (stereo not given)	0	8	-4	-6	-7	10	-14	1
COc1ccc(C(=O)O)cc1S(=O)(=O)NCc1ccncc1	10	3	19	-3	-12	14	4	-5
CCOC(=O)N1N=C(C)CC1(O)c1ccc(Cl)cc1 (stereo not given)	-2	-13	-12	-6	-13	1	11	5
COc1ccc2nc(N/C(N)=N/C(=S)Nc3ccccc3)nc(C)c2c1	22	-1	-6	-9	18	-81	-54	18
N#Cc1c(NC(=O)C(=O)NCCCN2CCOCC2)sc2c1CCCC2	6	0	4	6	-6	4	6	-4
CC1CCC/C=C/C(=O)c2c(O)cc(O)cc2CC(=O)O1 (stereo not given)	9	-2	1	7	-8	-106	18	-11
CCN(C(=O)CCN1C(=O)c2ccccc2S1(=O)=O)c1ccccc1	4	-7	-5	-2	-5	15	2	3
Cn1ccc(-c2cc(C(=O)O)c3ccccc3n2)n1	10	-5	4	-3	0	16	3	-11
O=C(c1ccc2oc(CCc3ccccc3)nc2c1)N1CC[C@H](O)C1	6	-86	10	-8	9	-81	-73	-1
COc1ccc(NC(=O)CCCNC(=O)Cn2cnc3sc4c(c3c2=O)CCCC4)cc1OC	-5	3	1	0	5	9	6	-3
CCC(C)(C)NC(=O)C1CCCN1C(=O)NC1CCCCC1 (stereo not given)	1	6	0	13	7	6	-5	-10
CC1CCCCC12NC(=O)N(CC(=O)N1CCN(c3ccccc3)CC1)C2=O (stereo not given)	7	-2	15	-6	-2	11	-3	-6
CCOC(=O)c1ccc(NC(=S)N2CCN(C)CC2)cc1	-16	-11	-2	-1	4	-18	-4	-5
Cc1cc(C)c(NC(=O)CS(=O)CC(=O)Nc2ccc(N3CCOCC3)cc2)c(C)c1 (stereo not given)	11	-9	3	-3	1	21	7	-4
O=C(NCc1ccc(F)cc1)C1CCN(S(=O)(=O)N2CCC3(CC2)OCCO3)CC1	-13	-4	2	3	6	3	4	-7
CCOC(=O)c1cn2nc(Oc3ccc(C)cc3)ccc2n1	0	7	5	-7	-4	-18	-20	4
COc1ccc([N+](=O)[O-])cc1-c1nc2ccccc2nc1-c1ccccc1	6	2	-2	12	3	10	-6	9
O=C(Nc1cc(S(=O)(=O)N2CCOCC2)ccc1N1CCCC1)c1ccc(F)cc1	20	·	7	-2	-2	2	-11	6
COc1ccc(-c2cc(CNS(=O)(=O)c3ccccc3)on2)cc1	20	1	5	-3	6	7	10	2

High-throughput results: PubChem BioAssay, Sanford-Burnham Center for Chemical Genomics

The list is partial; the hit share may differ from the screen's.
